# TcdB GH inh = TcdB glycohydrolase inhibition | P18177 | TcdB glycohydrolase enzymatic assay, plate reader | inhibition, % at 9.99 µM | 350,000 tested, 0.24% active | AID 652162; in the data active means inhibition above about 10%
# Anthrax LF prot = inhibitors of Bacillus anthracis lethal factor protease | multiplex microsphere protease cleavage assay, LF | AID 588501 | P15917 | 360,000 tested, 0.12% active | inhibition, % at 10 µM; in the data active means inhibition above about 30%; inconclusive means no clear call, values can overlap the other calls; further: plate controls were buffer without enzyme for full effect and enzyme alone for no effect
# Target sequence (P15917 whole entry, looked up): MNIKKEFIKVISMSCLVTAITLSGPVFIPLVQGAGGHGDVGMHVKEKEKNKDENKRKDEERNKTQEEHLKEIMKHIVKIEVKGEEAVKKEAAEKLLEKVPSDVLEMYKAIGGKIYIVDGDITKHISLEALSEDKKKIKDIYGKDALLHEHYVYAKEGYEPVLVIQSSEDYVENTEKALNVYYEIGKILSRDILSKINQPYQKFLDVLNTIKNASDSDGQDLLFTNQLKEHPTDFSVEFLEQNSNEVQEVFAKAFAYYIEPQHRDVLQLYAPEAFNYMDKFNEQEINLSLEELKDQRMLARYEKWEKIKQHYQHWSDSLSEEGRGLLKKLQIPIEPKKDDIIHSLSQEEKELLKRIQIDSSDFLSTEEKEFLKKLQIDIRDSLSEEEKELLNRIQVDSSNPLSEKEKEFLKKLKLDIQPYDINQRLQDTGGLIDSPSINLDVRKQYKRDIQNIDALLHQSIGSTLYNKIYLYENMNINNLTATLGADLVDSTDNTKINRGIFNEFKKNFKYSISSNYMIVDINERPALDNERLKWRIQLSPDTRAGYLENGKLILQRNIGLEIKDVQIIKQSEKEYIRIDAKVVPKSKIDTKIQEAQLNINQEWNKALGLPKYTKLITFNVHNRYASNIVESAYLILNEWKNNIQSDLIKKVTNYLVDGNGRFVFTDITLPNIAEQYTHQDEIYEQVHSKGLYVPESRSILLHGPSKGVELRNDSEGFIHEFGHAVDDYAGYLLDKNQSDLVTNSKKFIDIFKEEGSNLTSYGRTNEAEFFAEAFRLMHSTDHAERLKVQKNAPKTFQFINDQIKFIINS
# Y pestis TopoI = Y. pestis Topo-I inhibition via cleavage products; 360,000 tested, 0.064% active; Y. pestis Topo-I cleavage product accumulation, plate reader; activity, % at 10 µM; in the data active means activity above about 50%, passing the limit was not always enough; inconclusive means no clear call, values can overlap the other calls; further: inactives centre near 2
# SARS 3CLpro inh = SARS-CoV 3CLpro protease inhibition. recombinant SARS-CoV 3CLpro, quenched FRET peptide cleavage. inhibition, % at 6 µM. 290,000 tested, 0.14% active. AID 1706; in the data active means inhibition above about 12%
# Rv3671c inh = inhibits the M. tuberculosis serine protease Rv3671c | AID 2606 | 320,000 tested, 0.048% active | inhibition, % at 5.96 µM | P9WHR9; in the data active means inhibition above about 38%;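 further: extracellular domain of Rv3671c used as enzyme; 0% = enzyme with DMSO and 100% = no enzyme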
# MazEF act = increases E. coli MazEF RNase cleavage of RNA; P0AE70; FAM/BHQ RNA-DNA oligo cleavage fluorescence, 5 h; activation, % at 20 µM; 350,000 tested, 0.32% active; AID 504720; in the data active means activation above about 50%
# Target sequence (P0AE70 whole entry, looked up): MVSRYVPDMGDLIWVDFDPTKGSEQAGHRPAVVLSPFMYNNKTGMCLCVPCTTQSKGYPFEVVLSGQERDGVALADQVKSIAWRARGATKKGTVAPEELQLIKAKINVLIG
# PfHsp40 rescue = rescue of PfHsp40-mediated yeast toxicity | AID 504582 | S. cerevisiae expressing PfHsp40, growth rescue, ATP luminescence | growth rescue, % at 12.5 µM | 340,000 tested, 0.68% active; in the data active means growth rescue above about 28%, passing the limit was not always enough; inconclusive means no clear call, values can overlap the other calls;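 further: yeast W303a lacking pdr1 and pdr3 grown in galactose medium; growth measured after three days at 30 °C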
# BH1578 lux ind = induces V. cholerae light production without autoinducers. V. cholerae BH1578 lux reporter, luminescence, 6 h. 350,000 tested, 0.16% active. activation, % at 18.7 µM; in the data active means activation mostly above about 9.7%, no sharp cut-off; inconclusive means no clear call, values can overlap the other calls; inactive means mostly below about 3.7%; further: not every result past the cut was called active; inactives centre near 0; reference of the scale not given here
# SSB-PriA inh = blocks PriA binding to SSB C-terminal tail | AlphaScreen SSBct-PriA binding, biotinylated peptide | inhibition, % at 33 µM | 430,000 tested, 0.6% active | AID 1272365; in the data active means inhibition mostly above about 37%, no sharp cut-off; inactive means mostly below about 20%;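 further: plate controls were negative control peptide for no effect and reference peptide for full effect; strong numbers were not always called active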
# VHR inh abs = blocks human VHR1 dual specificity phosphatase | P51452 | recombinant VHR phosphatase, pNPP absorbance | inhibition, % at 13.3 µM | 290,000 tested, 0.52% active; in the data active means inhibition above about 50%; further: some compounds called inactive have numbers as strong as hits
# Starred values were filed as active, the others as inactive; i = inactive; u = inconclusive; x = not tested or not shown; & = joins results of further samples. This is a subset; the hit share may differ from the screen's.
SMILES,TcdB GH inh,Anthrax LF prot,Y pestis TopoI,SARS 3CLpro inh,Rv3671c inh,MazEF act,PfHsp40 rescue,BH1578 lux ind,SSB-PriA inh,VHR inh abs
CC1CCN(c2nc3ccc(C(=O)N4CCN(Cc5ccc6c(c5)OCO6)CC4)cc3s2)CC1,3.4,7,29,-7,-2,4,-1.1,-0.3,3,21
Cc1ccccc1Cn1cc(NC(=O)c2noc3c2CC(C(C)(C)C)CC3)cn1 (stereo not drawn),2.1,-3,2,-1,-7,3,-0.5,i,-6,19
COc1ccc(NC(=O)Nc2ccc3c(c2)C(=O)N([C@H](C)CO)C[C@H](C)[C@@H](CN(C)S(=O)(=O)c2ccccc2)O3)cc1,-1.4&2.0,-6,3,x,2,1,-1.6,0.6,-18,x
Cn1nc(C(=O)NCC(=O)Nc2ccc(F)c(F)c2)ccc1=O,-0.4,-3,-12,x,x,7,x,-0.8,x,x
CCOc1ccc(NC(=O)NC(=O)N(C(C)C)S(C)(=O)=O)cc1,0.9,4,7,-4,0,2,-1.2,2.1,1,30
CCOC(=O)C1CCN(S(=O)(=O)c2ccc(C)c(C)c2)CC1,0.3,1,12,2,3,12,-0.5,0.1,-24,17
O=C(NCc1ccc(Cl)cc1)c1ccncc1,-0.1,10,2,0,-1,0,0.2,i,-14,-6
CCn1c(SCC(=O)NC2CC2)nnc1C(C)Oc1ccccc1 (stereo not drawn),0.2,1,1,0,-3,-2,1.0,i,0,5
CN(Cc1ccccc1)C(=O)CCC1CCN(C(=O)c2ccco2)CC1,0.1,-4,12,x,x,4,x,-5.0,x,x
Cc1ccc2oc(C(=O)N(Cc3ccccc3)C3CCS(=O)(=O)C3)c(C)c2c1 (stereo not drawn),1.6,-1,30,2,x,-4,-0.1,i,-1,-4
CC(=O)NCc1ccc(C(=O)CCl)cc1,0.3,-4,5,-3,2,0,0.2,0.1,-3,26
CCOc1ccc(NC(=O)CN(C)C(=O)C2=COCCO2)cc1OCC,0.6,3,-10,x,0,-10,-1.8,-5.7,13,x
COc1cc(OC)cc(C(=O)Nc2cccc(NC(=O)c3ccccc3)c2)c1,-0.6,8,-3,-5,-27,18,1.0,i,-8,-2
COc1ccc(NC(=O)CN2C(=O)NC(C)(c3ccc(C)cc3)C2=O)cn1 (stereo not drawn),-1.2,2,7,x,2,-3,1.6,i,-2,x
O=C(CN1C(=O)NC2(CCCCCC2)C1=O)c1ccccc1,1.1,-8,1,-1,-4,3,-0.8,-0.4,-2,10
CCCCOC(=O)CSc1nc(N)c(C#N)c(-c2ccc(OC)cc2)c1C#N,x,0,-4,4,-17,4,1.0,0.6,-10,-6
CC(=O)c1cc(CN2CCN(C(C)C)C(CCO)C2)cs1 (stereo not drawn),-1.7,-5,-11,-4,3,-6,-0.6,-0.3,-1,9
Clc1ccc(-c2ccnc(Oc3cc(Cl)ccc3Cl)n2)cc1,x,-5,2,-3,0,6,3.0,0.5,-32,37
CSc1ccc2nnc(-c3cccc(F)c3)n2n1,x,-5,8,0,7,3,3.4,i,-8,35
CC1CCC(N2CCNCC2)CC1 (stereo not drawn),0.9,-2,-1,6,6,4,-1.6,i,12,21
C=CCn1c(CNC(=O)c2ccccc2F)nnc1SCC(=O)N1CCOCC1,3.0,-2,1,-2,-4,-16,0.2,-0.4,-4,29
Cc1cc(F)ccc1NC(=O)C(C)n1c2ccccc2c2nc(=O)cc(C)n21 (stereo not drawn),1.3,-1,-3,0,-1,0,0.1,-0.3,-11,5
CCCCn1c(=O)c(CCC(=O)OCC(=O)Nc2cccc3ccccc23)nc2ccccc21,0.8,-5,20,-3,-2,-5,0.2,i,1,4
Cc1ccccc1Cn1nc(C)c(NC(=O)c2noc3c2CCc2ccccc2-3)c1C,0.3,2,32,3,0,-6,-0.8,-0.1,-2,19
CCN(Cc1ccccc1)S(=O)(=O)c1c(C)[nH]c(C)c1C(=O)N1CCCCC1,0.4,-3,-1,-4,1,8,-0.6,i,8,-2
CC(C)(C)OC(=O)N1CCC(c2c(C(=O)NCC3CCN(C4CCCC4)C3)cnn2-c2cccc(Cl)c2)CC1 (stereo not drawn),1.9,1,0,-3,-5,-3,-1.3,-0.4,16,-6
Nc1cc(Cl)nc(N/N=C/c2c(O)ccc3ccccc23)n1,1.0,-1,2,7,25,15,u,-0.2,x,-12
Cc1cc(C(C)(C)C)cc(S(=O)(=O)Nc2ccc(C(=O)O)cc2)c1C,0.6,2,3,5,7,-9,1.1,-0.9,-8,-5
CCOC(=O)c1c(C)[nH]c(C(=O)OCCOc2ccc(Cl)cc2)c1C,-0.3,0,16,2,-10,-10,-2.0,i,-4,-2
COc1ccc(OC)c(Nc2nc(-c3sc(NC(=O)CC(C)C)nc3C)cs2)c1,-1.2,-2,-15,-1,3,3,-0.6,0.4,-11,27
CC(C)n1c(=O)c2c(O)cc(=O)oc2c2ccccc21,x,-1,0,6,-4,-4,0.7,-2.1,-16,23
CC1(Cc2ccc(Cl)c(Cl)c2)C(=O)Nc2ccc(S(=O)(=O)NC3CCCCC3)cc21 (stereo not drawn),1.8,-3,20,x,x,x,x,-0.8,x,x
COC(=O)[C@]1(C)N[C@H](CN(C)C(=O)Nc2ccc(OC)cc2)[C@@H]2C(=O)N(Cc3ccccc3)C(=O)[C@@H]21,-2.6,-5,6,x,1,3,-0.6,-6.2,4,x
CC(C)(C)S(=O)(=O)c1ccc2nc3c(n2c1)CCCC3,x,0,10,1,8,7,-0.1,1.8,9,22
Cc1nc(-c2ccc(S(=O)(=O)N3CCN(Cc4ccccc4)CC3)s2)cs1,-0.6,3,0,-1,-7,1,0.5,-1.7,-9,16
COc1cccc(C(=O)Nn2cnnc2)c1OC,-4.8,-1,-5,0,-1,2,0.0,0.3,-26,2
O=C(/C=C/c1ccc([N+](=O)[O-])cc1)NCC1CCCO1 (stereo not drawn),x,1,-4,-9,1,6,-0.8,i,6,30
CC(C)(CNS(=O)(=O)c1ccc(F)cc1)CNS(=O)(=O)c1ccc(F)cc1,x,0,-2,-11,-7,1,-1.0,2.6,0,15
Cc1ccc(NC(=O)CCCc2c[nH]c3ccccc23)nc1,0.7,1,-1,2,-8,-3,-0.2,-0.3,6,32
CCN(CC)S(=O)(=O)c1ccc(C)c(NC(=O)Cn2cnc3cc([N+](=O)[O-])ccc3c2=O)c1,-0.2,-7,-3,-1,-13,8,-0.1,0.0,-6,20
C[C@@H]1CN([C@@H](C)CO)C(=O)CCCn2cc(nn2)CO[C@H]1CN(C)S(=O)(=O)c1ccccc1,-1.4&1.6&-0.1,-1,0,x,x,6,x,-2.1,x,x
CCNC(=O)CC1SC(=Nc2cccc(Cl)c2C)N(C)C1=O (stereo not drawn),x,-2,4,4,-1,-8,-0.5,6.6,-4,-5
COCCNC(=O)C1(C(F)(F)F)CC(CCCO)CCCO1 (stereo not drawn),0.6,0,1,x,3,1,-1.7,i,-7,x
Cc1ccccc1/C=C/c1nc2ccccc2c(=O)n1CCc1ccccc1,x,-7,-5,2,3,3,-1.7,-3.3,-24,6
CCC(CC)c1nnc(NC(=O)CCc2ccc(OC)cc2)s1,0.0,19,4,1,2,1,0.9,i,-8,10
O=C(c1ccc2c(c1)OCO2)[C@@H]1[C@@H]2C(=O)N(C3CCCCC3)C(=O)[C@@H]2C2c3ccccc3C=CN21 (stereo partly drawn),x,-2,27,2,x,-47,-0.3,-0.5,29,-13
CCOC(=O)C1=NOC(Cn2cc(C#N)c(=O)n(C)c2=O)C1 (stereo not drawn),0.4,4,1,1,3,2,-2.5,-0.3,-6,24
Cc1cccc(C)c1NC(=O)CSc1nnc(Cc2ccccc2)o1,x,0,20,-4,-4,3,-1.1,4.6,-9,26
CCOC(=O)C1(CC2CC2)CCN(C(=O)c2cc(C3CC3)nc3ccccc23)CC1,3.1,-1,38,4,1,5,-0.3,-0.3,0,22
O=c1[nH]c(COc2ccc(Cl)cc2Cl)nc2ccccc12,1.9,2,8,-2,2,4,-1.0,i,-1,23
Cc1c(C(=O)N2CCN(S(=O)(=O)c3ccccc3)CC2)oc2ccc(Br)cc12,-4.8,1,-3,x,-13,-6,3.4,-2.9,-12,x
CCOc1ccccc1C(=O)Nc1ccc(-n2nncc2C(C)(C)C)cc1,-2.5,1,-2,6,2,3,-2.2,-1.2,-3,12
Cc1ccc(NC(=S)N(CCN2CCOCC2)Cc2cc3cc4c(cc3[nH]c2=O)OCCO4)cc1,1.8,-2,3,-2,0,9,0.3,-0.4,5,-20
COC(=O)CSc1nc(C)c(C(=O)Nc2ccccc2C)c(-c2ccc(Cl)cc2)c1C#N,x,-1,-4,6,-17,-2,2.9,-0.2,-4,-13
O=C(C[C@H]1C[C@H](C(=O)N2CCCCC2)[C@@]2(CCc3ccccc3)c3[nH]c4cc(-c5ccco5)ccc4c3CCN2C1=O)NCCN1CCOCC1,0.1,-8,-12,x,x,13,-1.6,-0.5,6,x
CC(C)c1ccccc1NC(=O)COC(=O)CCN1C(=O)/C(=C\C=C\c2ccccc2)SC1=S,-0.4,18,10,2,-11,48,0.4,-0.2,-12,1
N#Cc1nc(COc2ccc(Cl)cc2)oc1N1CCN(Cc2ccccc2)CC1,x,-3,29,-4,-10,-8,2.3,-0.5,38,26

# An excerpt of these results, with values under each structure:
# Every second line gives: TcdB GH inh | Anthrax LF prot | Y pestis TopoI | SARS 3CLpro inh | Rv3671c inh | MazEF act | PfHsp40 rescue | BH1578 lux ind | SSB-PriA inh | VHR inh abs
> CC1CCN(c2nc3ccc(C(=O)N4CCN(Cc5ccc6c(c5)OCO6)CC4)cc3s2)CC1
    3.4 | 7 | 29 | -7 | -2 | 4 | -1.1 | -0.3 | 3 | 21
> Cc1ccccc1Cn1cc(NC(=O)c2noc3c2CC(C(C)(C)C)CC3)cn1 (stereo not drawn)
    2.1 | -3 | 2 | -1 | -7 | 3 | -0.5 | i | -6 | 19
> COc1ccc(NC(=O)Nc2ccc3c(c2)C(=O)N([C@H](C)CO)C[C@H](C)[C@@H](CN(C)S(=O)(=O)c2ccccc2)O3)cc1
    -1.4&2.0 | -6 | 3 | x | 2 | 1 | -1.6 | 0.6 | -18 | x
> Cn1nc(C(=O)NCC(=O)Nc2ccc(F)c(F)c2)ccc1=O
    -0.4 | -3 | -12 | x | x | 7 | x | -0.8 | x | x
> CCOc1ccc(NC(=O)NC(=O)N(C(C)C)S(C)(=O)=O)cc1
    0.9 | 4 | 7 | -4 | 0 | 2 | -1.2 | 2.1 | 1 | 30
> CCOC(=O)C1CCN(S(=O)(=O)c2ccc(C)c(C)c2)CC1
    0.3 | 1 | 12 | 2 | 3 | 12 | -0.5 | 0.1 | -24 | 17
> O=C(NCc1ccc(Cl)cc1)c1ccncc1
    -0.1 | 10 | 2 | 0 | -1 | 0 | 0.2 | i | -14 | -6
> CCn1c(SCC(=O)NC2CC2)nnc1C(C)Oc1ccccc1 (stereo not drawn)
    0.2 | 1 | 1 | 0 | -3 | -2 | 1.0 | i | 0 | 5
> CN(Cc1ccccc1)C(=O)CCC1CCN(C(=O)c2ccco2)CC1
    0.1 | -4 | 12 | x | x | 4 | x | -5.0 | x | x
> Cc1ccc2oc(C(=O)N(Cc3ccccc3)C3CCS(=O)(=O)C3)c(C)c2c1 (stereo not drawn)
    1.6 | -1 | 30 | 2 | x | -4 | -0.1 | i | -1 | -4
> CC(=O)NCc1ccc(C(=O)CCl)cc1
    0.3 | -4 | 5 | -3 | 2 | 0 | 0.2 | 0.1 | -3 | 26
> CCOc1ccc(NC(=O)CN(C)C(=O)C2=COCCO2)cc1OCC
    0.6 | 3 | -10 | x | 0 | -10 | -1.8 | -5.7 | 13 | x
> COc1cc(OC)cc(C(=O)Nc2cccc(NC(=O)c3ccccc3)c2)c1
    -0.6 | 8 | -3 | -5 | -27 | 18 | 1.0 | i | -8 | -2
